ADAM10 inh: human ADAM10 inhibitors, primary screen, biochemical, QFRET, HTS | Disintegrin and metalloproteinase domain-containing protein 10 (Homo sapiens), O14672 | recombinant ADAM10, EDANS/DABCYL FRET peptide cleavage, 3 h | inhibition, % at 7 µM | 0.62% of 370,000 active | AID 720582, 2013;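 active = inhibition above a per-campaign cutoff equal to the mean of compounds falling between control-based bounds plus 3 SD, cut at about 20% in these data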;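 note: 0% = DMSO wells while the 100% control is not disclosed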
Target sequence (O14672 214-748 limits assumed): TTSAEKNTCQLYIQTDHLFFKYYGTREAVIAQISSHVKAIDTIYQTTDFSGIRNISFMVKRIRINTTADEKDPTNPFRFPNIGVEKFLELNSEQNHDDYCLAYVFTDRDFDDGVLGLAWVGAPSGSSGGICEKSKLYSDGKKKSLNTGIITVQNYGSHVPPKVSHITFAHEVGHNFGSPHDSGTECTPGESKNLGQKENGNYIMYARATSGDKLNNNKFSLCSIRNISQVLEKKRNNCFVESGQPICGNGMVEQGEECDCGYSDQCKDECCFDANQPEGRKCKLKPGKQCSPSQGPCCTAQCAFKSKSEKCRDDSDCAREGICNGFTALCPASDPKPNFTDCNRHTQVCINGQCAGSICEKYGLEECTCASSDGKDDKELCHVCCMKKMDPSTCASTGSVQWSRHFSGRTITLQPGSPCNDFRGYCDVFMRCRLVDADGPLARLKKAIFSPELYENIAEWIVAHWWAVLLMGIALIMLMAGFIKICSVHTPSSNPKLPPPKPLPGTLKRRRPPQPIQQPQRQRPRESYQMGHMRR
ADAM17 inh: ADAM17 inhibitors, primary screen, biochemical, QFRET. Disintegrin and metalloproteinase domain-containing protein 17 (Homo sapiens), P78536. 0.83% of 370,000 active. inhibition, % at 6.95 µM. recombinant ADAM17, EDANS/DABCYL FRET peptide cleavage;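 active = inhibition above the mean of compounds lying between control limits plus 3 SD, set per campaign, cut at about 8.5% in these data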;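 note: 0% = DMSO-only wells as the low control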
Target sequence (P78536 215-824 limits assumed): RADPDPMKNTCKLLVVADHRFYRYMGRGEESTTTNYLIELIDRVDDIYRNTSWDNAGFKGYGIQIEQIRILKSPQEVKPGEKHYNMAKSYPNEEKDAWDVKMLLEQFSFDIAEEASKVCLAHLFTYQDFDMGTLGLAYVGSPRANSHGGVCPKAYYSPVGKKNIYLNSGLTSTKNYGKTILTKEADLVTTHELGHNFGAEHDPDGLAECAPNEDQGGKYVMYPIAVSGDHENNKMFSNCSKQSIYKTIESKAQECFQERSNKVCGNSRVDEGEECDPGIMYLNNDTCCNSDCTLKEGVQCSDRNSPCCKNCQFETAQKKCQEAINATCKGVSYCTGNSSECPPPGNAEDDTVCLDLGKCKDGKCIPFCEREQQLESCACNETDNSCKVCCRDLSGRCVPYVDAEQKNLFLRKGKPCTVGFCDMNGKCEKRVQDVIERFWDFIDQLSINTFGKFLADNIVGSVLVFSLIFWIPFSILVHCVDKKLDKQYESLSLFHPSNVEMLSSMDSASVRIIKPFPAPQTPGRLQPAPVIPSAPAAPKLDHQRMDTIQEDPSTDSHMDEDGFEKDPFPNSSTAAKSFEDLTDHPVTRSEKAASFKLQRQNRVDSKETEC
DAX1 inh-1: DAX1 (NR0B1) inhibitors, primary screen, cell-based, HEK293, Gal4-DAX1, luciferase luminescence; Nuclear receptor subfamily 0 group B member 1 (Homo sapiens), P51843; HEK293 Gal4-DAX1 luciferase reporter; 0.99% of 340,000 active; inhibition, % at 6.75 µM; AID 504766, 2011;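 active = inhibition above the mean over all tested compounds plus 3 SD, cut at about 4.2% in these data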;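 note: 0% = DAX1-transfected cells with DMSO and 100% = empty-vector control cells with DMSO; inhibition shows as a rise in luminescence from relieved DAX1 repression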
ssDAF12 agonist: S. stercoralis DAF-12 nuclear receptor activators, primary screen, cell-based, luminescence, HEK293, GRIP1 co-expression, lit1-tk-luc | activation, % at 6.8 µM | 1% of 370,000 active | HEK293 ssDAF-12/GRIP1 lit1-tk-luc reporter; % of 3 µM dafachronic acid response | Nuclear hormone receptor DAF-12 (Strongyloides stercoralis);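 active = activation above the mean over all tested compounds plus 3 SD, cut at about 0.9% in these data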;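 note: 0% = DMSO-only wells and 100% = 3 µM delta7-dafachronic acid wells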
PG9 binder: binders of HIV-1 gp120 antibody PG9, primary screen, biochemical, TR-FRET; HIV-1 gp120 / PG9 antibody interaction; TR-FRET gp120-PG9 antibody binding; inhibition, % at 6.7 µM; 0.43% of 360,000 active; in the data active = inhibition above about 8.5%
hcDAF-12 act: H. contortus DAF-12 nuclear receptor activators, primary screen, cell-based, luminescence, HEK293, lit1-tk-luc reporter; HEK293 hcDAF-12 lit1-tk-luc reporter; 0% DMSO, 100% Δ7-dafachronic acid; activation, % at 6.8 µM; AID 652067, 2013; 1.4% of 370,000 active;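 active = activation above the mean of all tested compounds plus 3 SD, cut at about 5.5% in these data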;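 note: 100% = response to 3 µM Δ7-dafachronic acid high control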
SMARCA2 activ: SMARCA2 (BRM) function activators, primary screen, cell-based, luminescence, high throughput | MG213 cells, MMTV-luciferase reporter, dexamethasone, overnight | activation, % at 9.1 µM | 1% of 370,000 active | AID 652017, 2013; in the data active = activation above about 7.8%;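 note: 0% = vehicle wells and 100% = reference activator wells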
FXN GAA850 act: FXN promoter activators, primary screen, cell-based, luciferase luminescence, HEK293 lucGAA850; HEK293 lucGAA850 FXN promoter luciferase reporter, 24 h; percent of 10 µM SAHA response; activation, % at 6 µM; 0.56% of 360,000 active; AID 540364, 2011;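 active = activation above the average of all compounds screened plus 3 SD, cutoff fixed separately per campaign, cut at about 7.5% in these data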;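 note: 0% = DMSO wells and 100% = 10 µM SAHA wells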
hgDAF-12 ag: H. glycines DAF-12 receptor agonists, primary screen, cell-based, luminescence, HEK293, GAL4 fusion, UAS-luciferase | HEK293 GAL4-hgDAF12 UAS-luciferase reporter, agonist luminescence; normalized to butyrate control | activation, % at 6.8 µM | 1.8% of 370,000 active | AID 687014, 2013;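 active = activation above a cutoff set at the mean of all screened compounds plus 3 SD, cut at about 10% in these data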;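 note: 0% = DMSO wells and 100% = sodium butyrate wells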
NPR1 activator: GC-A stimulated cGMP production enhancers – HEK293 GC-A cells, cGMP TR-FRET, EC30 ANP, primary screen; Atrial natriuretic peptide receptor 1 (Homo sapiens), P16066; 0% at EC30 ANP, 100% saturating ANP; activation, % at 10 µM; 0.14% of 370,000 active; AID 1671463, 2021; in the data active = activation above about 40%
DAX1 inh-2: DAX1 (NR0B1) inhibitors on StAR promoter, primary screen, cell-based, luminescence, SF-1 (NR5A1), full-length DAX-1; inhibition, % at 6.8 µM; AID 652010, 2013; 1.1% of 370,000 active; HEK293T StAR-luciferase reporter, SF-1/DAX-1 repression relief;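 active = inhibition above the mean over all tested compounds plus 3 SD, cut at about 3.6% in these data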;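 note: 0% = DAX-1 cells with DMSO and 100% = cells lacking DAX-1 with DMSO; higher inhibition means more luminescence from relief of DAX-1 repression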
* marks the source's active call; other numbers are inactive results; . = not tested or not shown.

SMILES	ADAM10 inh	ADAM17 inh	DAX1 inh-1	ssDAF12 agonist	PG9 binder	hcDAF-12 act	SMARCA2 activ	FXN GAA850 act	hgDAF-12 ag	NPR1 activator	DAX1 inh-2
CCOC(=O)C1=C(C)OC(N)=C(C#N)C1c1cccs1 (stereo not given)	-9	-3	.	-0.3	-2.1	-2.2	0	0.6	2.8	3	-0.1
CCOC(=O)Cc1csc(NC(=O)c2c(O)c3c(n(CC(C)C)c2=O)CCCC3)n1	1	-4	-1.4	-1.4	0.7	0.7	-3	1.5	-0.6	2	0.6
COc1ccc(OC)c(NC(=O)Cn2c(CCC(=O)O)ccc2-c2ccccc2)c1	-9	-5	-0.6	0.4	-0.5	3.2	3	3.8	-1.7	2	-0.6
Cc1ccc(NC(=O)Nc2ccc3oc(C)nc3c2)cc1	5	-1	1.0	-0.2	-1.5	5.1	5	0.7	9.8	-3	2.0
COC(=O)C1CCN(Cc2cc(=O)oc3cc(C)c(Cl)cc23)CC1	2	-2	-0.4	-0.8	-1.0	-0.7	0	2.9	1.5	9	0.2
CCc1cccc(N(C(=O)c2csnn2)C(C(=O)NC(C)(C)C)c2ccccn2)c1 (stereo not given)	-10	-5	-1.1	-0.5	-1.6	-1.8	0	3.1	0.5	-3	0.2
CC(=O)N1CCN(C(=O)c2ccc3oc(CCCc4ccccc4)nc3c2)CC1	1	-2	0.2	-1.0	-2.9	0.4	0	0.1	1.1	3	-0.4
Cc1ccc(C)c(OCc2cc(C(=O)N3CCOCC3)no2)c1	-2	-2	1.4	-0.2	-1.5	5.4	1	5.3	7.0	2	5.7*
CN(NS(=O)(=O)c1ccc([N+](=O)[O-])cc1)c1ccccc1	-22	-6	-1.0	-0.7	1.8	1.9	2	5.0	1.5	3	0.4
Clc1ccccc1-c1nc(/C=N/N2CCOCC2)c2ccccn12	-41	-15	-0.5	-1.7	-1.0	-0.9	-1	2.4	0.2	-3	-1.1
O=C(CCNS(=O)(=O)c1ccc(Br)cc1)N1CCCCCCC1	0	-2	-1.1	-1.1	0.4	-0.2	-1	2.5	0.0	-1	-0.4
Cc1ccccc1OCCNC(=O)/C=C/c1ccc([N+](=O)[O-])cc1	6	0	-0.4	-1.2	0.7	-0.7	-3	2.4	-3.0	-4	0.5
Nc1nc(COC(=O)C2CC(=O)N(Cc3ccccc3)C2)nc(Nc2ccccc2)n1 (stereo not given)	8	0	0.0	-0.9	-2.0	-0.7	0	-0.3	0.6	-2	1.8
Cc1cc(C(=O)CSc2nnc(-c3ccco3)o2)c(C)n1Cc1ccco1	6	-1	-0.7	-1.4	0.4	-0.4	-2	1.9	-1.2	-1	-0.9
CC(C)N(c1cc(=O)nc2ccccn12)C(C)C	-3	-3	.	-1.2	0.4	2.3	2	.	0.2	1	0.4
CNC(=O)C(=O)NCC1OCCCN1S(=O)(=O)c1ccc2c(c1)OCCO2 (stereo not given)	6	7	0.3	-0.3	0.6	-1.5	-3	2.0	1.8	-1	-0.4
CC1=NN(c2ccc(F)cc2)C(=O)C1C(c1cccc(O)c1)c1c(C)[nH]n(-c2ccc(F)cc2)c1=O (stereo not given)	8	3	-0.5	0.5	-2.3	3.6	2	2.8	-0.4	2	-0.3
COc1cc(OC)nc(NC(=O)CCl)n1	-3	-4	-0.8	-1.0	0.8	-2.4	-3	-1.2	0.0	2	-0.1
O=C(O)CCc1cccnc1	2	-6	-0.9	-1.5	-0.3	-1.5	-2	0.6	-1.3	10	0.0
COCCNC(=O)c1cnn2c(C(F)(F)F)cc(-c3ccc4c(c3)OCO4)nc12	3	1	2.8	-0.8	-1.7	-0.1	-2	-2.7	0.6	27	-0.4
COc1ccc(CNC(=O)C2CCC(CNS(=O)(=O)c3cccc4cccnc34)CC2)cc1 (stereo not given)	3	0	-0.1	-1.6	-0.7	-1.5	0	-3.3	0.5	0	-1.9
CCN(CC)CCC/C(=N\O)C(O)(c1ccccc1)c1ccccc1	1	0	1.6	-1.5	-2.0	-0.8	4	0.8	-0.1	0	-0.8
CCCN(CCC)Cc1cc(=O)oc2cc(C)ccc12	-3	-3	.	-0.4	-0.1	1.0	0	.	0.9	2	0.0
O=C(CCN1C(=O)c2ccccc2C1=O)N1CCOCC1	-3	2	2.0	0.1	-2.4	-1.3	-3	2.1	-1.7	-3	-0.1
Cc1cccc(NC(=O)c2cc(S(=O)(=O)N3CCc4ccccc43)cn2C)c1C	0	-1	0.3	-1.1	-2.0	-0.8	-1	-0.3	0.2	-30	-1.3
Next results follow.
SMILES	ADAM10 inh	ADAM17 inh	DAX1 inh-1	ssDAF12 agonist	PG9 binder	hcDAF-12 act	SMARCA2 activ	FXN GAA850 act	hgDAF-12 ag	NPR1 activator	DAX1 inh-2
Cc1cc(C(=O)N2CCN(C(c3ccccc3)c3ccccc3)CC2)on1	-5	1	-0.8	-1.6	-0.5	-3.2	4	1.4	0.0	-3	-0.4
Nn1c(SCC(=O)N2c3ccccc3Sc3ccccc32)nnc1-c1n[nH]c2c1CCC2	-5	6	.	-1.8	.	-2.7	-2	.	-2.6	-10	-0.9
Cn1c(SCC(=O)NNC(=O)c2ccc(Cl)cc2)nnc1-c1cccnc1	-5	-4	-2.1	-1.6	0.4	-1.6	1	0.4	6.9	-1	0.0
CN1CC2([N+](=O)[O-])CC=C(OCCO)C([N+](=O)[O-])(C1)C2 (stereo not given)	-4	-3	0.6	-0.2	-0.5	2.0	-2	3.4	-2.6	-2	-0.7
Cc1ccc(C)c(Nc2cc(C(=O)NCc3cccnc3)c3ccccc3n2)c1	4	1	-0.1	-1.3	-3.5	-0.6	4	0.3	0.0	-2	-0.6
CC(C)CN(C(=O)COC(=O)/C=C/c1ccc(Cl)c(Cl)c1)c1c(N)n(Cc2ccccc2)c(=O)[nH]c1=O	-2	-5	-0.1	-1.0	-0.5	-0.8	2	0.0	1.9	-5	-0.4
COC(=O)c1cc(S(=O)(=O)N(C)Cc2ccco2)c[nH]1	-3	-1	0.2	-0.9	1.6	-2.2	1	-1.0	-1.4	4	0.3
c1ccc(-c2nnc(CN3CCN(c4ccccc4)CC3)o2)cc1	-1	0	1.0	-1.2	-1.9	-1.2	-1	1.3	4.1	-1	0.4
O=S(=O)(c1cc(F)ccc1F)N1CCN(c2ccccn2)CC1	4	-3	1.7	-1.8	-1.4	0.2	2	-0.1	-0.3	-4	-0.6
N#Cc1nc(COc2ccc(Cl)cc2)oc1N1CCCCCC1	14	3	-0.4	-1.4	1.3	-1.3	2	-1.1	-1.0	-2	-0.6
Cn1c(=O)c2c(nc(N/N=C/c3cccs3)n2Cc2ccccc2)n(C)c1=O	-4	2	3.8	-1.4	-2.7	-2.0	-3	1.0	-3.6	18	-0.5
CCC(C)c1ccccc1NC(=S)Nc1cccnc1 (stereo not given)	-1	-2	-1.0	-0.6	1.9	-0.5	-2	-0.2	-1.4	-5	0.3
CSCCC(NC(=O)c1ccc([N+](=O)[O-])cc1Cl)C(=O)OCC(=O)NC1CCCC(C)C1C (stereo not given)	11	2	1.0	-1.6	-1.3	-0.9	-1	1.7	1.7	-5	0.1
O=C(NCc1ccco1)c1ccccc1-c1nc(-c2ccccc2)no1	4	-2	-0.9	-1.2	0.2	-0.2	4	1.7	-1.2	1	0.0
CCCn1nc(C(=O)N2CCN(c3ccccn3)CC2)c2ccccc2c1=O	3	-1	0.1	-1.0	0.2	-1.5	8.1*	-2.1	-2.1	-4	0.1
CCOc1ccc(OCC)c(NC(=O)CSc2nnc(Cn3cnc4ccccc43)n2C)c1	-2	0	-0.9	-1.4	0.5	-1.1	-1	1.8	-1.0	0	-0.2
CCOC(=O)COn1c(=O)c(=O)n(OC)c2ccccc21	10	-3	1.3	-0.4	6.7	1.7	8	1.1	0.9	2	0.0
O=C(NCc1ccc2c(c1)OCO2)C1CC(=O)N(c2ccc(Cl)cc2)C1 (stereo not given)	-6	-1	1.3	-1.0	-0.2	-1.2	0	1.6	-0.9	3	0.0
COc1cc(C(C#N)N2CCC(c3ccccc3)=N2)ccc1O (stereo not given)	-13	-5	3.3	-0.8	0.8	0.3	-3	2.6	9.6	11	0.4
Cc1cc(-c2nn(-c3ccccc3F)cc2CN2CCCC(O)C2)c(C)s1 (stereo not given)	2	0	0.7	-0.9	-2.6	-1.0	0	0.1	1.7	0	0.1
O=C(C1CCC(Cn2c(=S)[nH]c3ccccc3c2=O)CC1)N1CCOCC1 (stereo not given)	4	-1	5.7*	-2.2	0.5	-0.1	-2	-1.2	-2.3	1	-0.6
CC(C)(CO)N1CCN(C(=S)Nc2ccccc2)CC1	-2	-3	-1.0	-0.4	-1.3	1.4	-1	-1.3	0.0	5	-0.4
CC(C)[C@H](NC(=O)CC1CCCC1)C(=O)N1CCC[C@H]1C(=O)NCCc1ccccc1Cl	-3	-1	.	-0.8	-0.8	-1.0	-1	.	-1.5	2	-0.3
COc1ccccc1C(=O)NC(CCSC)C(=O)NCc1ccccn1 (stereo not given)	-12	-3	-1.1	-1.0	0.7	-1.4	-2	0.7	0.4	1	1.6
CCC(Oc1ccccc1)C(=O)Nc1ccc(-c2nnc(-c3ccco3)o2)cc1 (stereo not given)	-140	-40	0.0	-1.1	1.8	1.2	5	3.1	1.8	0	1.6
COc1ccc(S(=O)(=O)N2CCc3ccccc32)cc1C(=O)Nc1cccnc1	4	-3	0.9	-0.5	1.4	-1.1	-1	3.4	-0.2	-1	0.5
CSc1ccccc1OCc1cc(C(=O)N2CCC(Oc3cccnc3)CC2)no1	0	3	-1.5	-1.1	-1.5	-2.5	-1	1.6	-4.2	8	-4.1
CCCCN(C)C(=O)c1ccc(Nc2nc(C(N)Cc3ccccc3)cs2)nc1 (stereo not given)	-13	-7	.	-1.5	-4.0	-1.3	-3	0.8	0.5	-1	1.4

Three compounds picked at random from those above:
SMILES	ADAM10 inh	ADAM17 inh	DAX1 inh-1	ssDAF12 agonist	PG9 binder	hcDAF-12 act	SMARCA2 activ	FXN GAA850 act	hgDAF-12 ag	NPR1 activator	DAX1 inh-2
COC(=O)c1cc(S(=O)(=O)N(C)Cc2ccco2)c[nH]1	-3	-1	0.2	-0.9	1.6	-2.2	1	-1.0	-1.4	4	0.3
CSCCC(NC(=O)c1ccc([N+](=O)[O-])cc1Cl)C(=O)OCC(=O)NC1CCCC(C)C1C (stereo not given)	11	2	1.0	-1.6	-1.3	-0.9	-1	1.7	1.7	-5	0.1
Cc1cccc(NC(=O)c2cc(S(=O)(=O)N3CCc4ccccc43)cn2C)c1C	0	-1	0.3	-1.1	-2.0	-0.8	-1	-0.3	0.2	-30	-1.3

Screening data (PubChem BioAssay)
